# High-throughput results (PubChem)
# TEAD-YAP inh = TEAD-YAP interaction inhibition; HEK-TIYL cells, TEAD-Gal4/YAP UAS-luciferase luminescence; inhibition, % at 9.12 µM; hit rate 1.4% among 640,000; AID 1259422; in the data active = inhibition above about 32%;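 note: 0% = median of test compound wells and 100% = reference inhibitor wells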
# FBW7 activator = activators of human E3 ligase FBW7 | Q969H0 | AlphaScreen FBW7–phospho-cyclin E peptide binding, activator screen | normalized activity (activation), % at 26.1 µM | hit rate 0.13% among 650,000; in the data active = normalized activity above about 1.9%;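 note: purified mutant Fbw7 with reduced substrate affinity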
# MITF primary = blocks human microphthalmia-associated transcription factor | O75030 | AlphaScreen MITF homodimerization, bead proximity signal | inhibition, % at 2.6 µM | hit rate 0.91% among 650,000; in the data active = inhibition above about 50%;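 note: 0% = vehicle wells with protein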
# Target sequence (O75030 whole entry, looked up): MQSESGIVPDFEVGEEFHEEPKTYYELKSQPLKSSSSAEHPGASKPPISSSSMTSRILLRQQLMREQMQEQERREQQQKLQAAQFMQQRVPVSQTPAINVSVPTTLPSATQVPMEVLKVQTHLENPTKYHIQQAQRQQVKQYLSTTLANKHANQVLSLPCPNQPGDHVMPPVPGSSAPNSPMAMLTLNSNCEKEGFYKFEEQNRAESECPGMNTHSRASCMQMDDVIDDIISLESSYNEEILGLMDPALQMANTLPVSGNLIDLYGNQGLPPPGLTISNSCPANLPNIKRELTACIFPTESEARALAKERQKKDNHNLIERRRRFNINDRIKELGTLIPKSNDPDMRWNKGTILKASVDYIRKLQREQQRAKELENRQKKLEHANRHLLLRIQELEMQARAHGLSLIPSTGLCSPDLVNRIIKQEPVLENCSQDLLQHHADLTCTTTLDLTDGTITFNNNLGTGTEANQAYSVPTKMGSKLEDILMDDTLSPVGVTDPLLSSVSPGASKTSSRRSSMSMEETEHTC
# GPR151 ag = activators of human GPR151; hit rate 1% among 650,000; Q8TDV0; AID 1508602; activation, % at 11.2 µM; PathHunter beta-arrestin GPR151 cells, luminescence; in the data active = activation above about 4.9%;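 note: 0% = median of compound wells and 100% = cells with positive control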
# Target sequence (Q8TDV0 whole entry, looked up): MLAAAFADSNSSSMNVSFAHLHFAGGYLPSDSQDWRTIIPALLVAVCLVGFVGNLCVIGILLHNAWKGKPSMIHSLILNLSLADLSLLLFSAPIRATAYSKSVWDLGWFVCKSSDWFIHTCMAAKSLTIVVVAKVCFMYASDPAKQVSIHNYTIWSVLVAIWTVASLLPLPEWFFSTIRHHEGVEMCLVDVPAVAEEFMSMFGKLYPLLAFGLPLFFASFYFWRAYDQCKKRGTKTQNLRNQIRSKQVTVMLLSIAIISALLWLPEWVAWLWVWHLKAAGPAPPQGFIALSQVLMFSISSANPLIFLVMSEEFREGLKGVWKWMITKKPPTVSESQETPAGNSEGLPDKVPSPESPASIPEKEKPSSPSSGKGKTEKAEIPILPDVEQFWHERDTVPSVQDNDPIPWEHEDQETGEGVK
# * marks the source's active call; other numbers are inactive results.
Molecule	TEAD-YAP inh	FBW7 activator	MITF primary	GPR151 ag
CCOC(=O)c1c(C)n(-c2ccccc2)c2cc(Br)c(O)c(CN3CCOCC3)c12	2	-0.2	-1	0.8
Cc1onc(-c2ccccc2Cl)c1C(=O)Nc1ccc(C(C)C)cc1	-1	-0.1	-9	0.3
N#Cc1ccc(NC(=O)c2cc(-c3ccc(Cl)cc3)on2)cc1	8	0.0	-6	-0.6
CC1=C(C(=O)OCCc2ccccc2)C(c2ccccc2Cl)CC(=O)N1 (stereo not drawn)	3	-0.4	-1	-0.5
CC(=O)Nc1cccc(N2CCOCC2)c1[N+](=O)[O-]	13	0.2	-4	-0.4
CCC(Oc1ccccc1)C(=O)N1CCN(c2ccc(OC)cc2)CC1 (stereo not drawn)	1	0.0	16	2.2
CC(=O)N[C@@H]1c2ccccc2C2(CCN(Cc3ccsc3)CC2)[C@H]1OCc1ccccc1	-3	-0.1	9	-0.1
O=C(Cc1ccccc1)Nc1ccc(C(=O)O)cc1	-3	0.1	18	-1.8
CC(=O)c1ccc(OCCCN2CCOCC2)cc1	-11	-0.1	33	-1.0
Cc1ccc(S(=O)(=O)N2CCCC(c3nc(-c4cccs4)no3)C2)cc1Cl (stereo not drawn)	-10	-0.1	5	-0.1
O=c1c2ccccc2c(C=Nc2ccccc2)c(O)n1-c1ccccc1	0	0.0	10	1.1
CCN(CC)c1ccc(-c2cc(C(N)=O)on2)cc1	-15	0.2	0	2.5
O=[N+]([O-])c1ccc2c(c1)C(N1CCOCC1)C1CCCCC1(N1CCOCC1)O2 (stereo not drawn)	11	0.1	2	-0.3
COc1ccc(Cc2nnc(NC(=O)Cc3c(F)cccc3Cl)s2)cc1OC	13	0.1	12	0.6
O=C(Nc1cc(C(F)(F)F)ccc1Cl)c1oc(=O)c2ccccc2c1-c1ccccc1	-7	-0.1	-2	1.0
CC(C)(C)C(=O)Nc1cc(NC(=O)C(C)(C)C)cc([N+](=O)[O-])c1	-3	0.8	0	-0.3
Cc1cccnc1C(NC(=O)C1CCN(C(=O)OCC(C)C)CC1)c1ccccc1 (stereo not drawn)	9	0.1	15	0.4
O=C(c1ccc2c(c1)OCO2)N1CCc2nc(-c3ccccc3)[nH]c(=O)c2C1	-2	0.1	10	2.0
CCN(CC)C(=O)C1=CC(c2cccc(OC)c2)=NS(=O)(=O)N1C	12	0.3	18	1.4
CC(C)NC(=O)COc1ccc2c(c1)C(=O)CC1(CCCCC1)O2	11	-0.1	7	-0.6
Cc1ccc(F)c(CN2CCN3C(=O)[C@H]4CCCN4C(=O)[C@H]3C2)c1	14	-0.1	8	0.1
C/C(CC(=O)Nc1cccc2c1CCCC2)=N\NC(=O)c1ccccc1N	-51	-0.4	-10	-0.5
Oc1c(C(Nc2cccnc2)c2ccccc2F)ccc2cccnc12 (stereo not drawn)	75*	-1.2	51*	-1.8
COc1cc(-c2c(C#N)c(N)[nH]c(=S)c2C#N)cc(OC)c1OC	3	0.0	-8	-0.4
CCSc1nnc(NC(=O)c2c(F)cccc2Cl)s1	-2	-0.1	0	0.2
CCOC(=O)C1=C(CN2CCCC2)NC(=O)NC1c1cc(C)ccc1C (stereo not drawn)	-2	0.0	3	-0.2
Cc1ccc(S(=O)(=O)N2CC=C(C(=O)NCc3ccc(Cl)cc3)CC2)cc1	7	0.1	-4	3.2
COc1ccccc1N1CCN(C/C=C/c2ccccc2)CC1	0	0.1	18	0.1
COCCCNC(=O)CN(C)c1nnc(N2CCCC2=O)s1	-10	-0.1	8	-0.8
CCOC(=O)c1ccc(CNC(=O)C2CC(=O)c3sc(NC(=O)CC)nc3C2)o1 (stereo not drawn)	3	0.0	0	-0.9
Cc1nn(-c2ccc(F)cc2F)c(N)c1C1(O)C(=O)Nc2ccc(C(C)C)cc21 (stereo not drawn)	-7	0.0	5	0.9
COc1cc(/C=C2\C(=O)Nc3ccc(Br)cc32)cc(Br)c1O	-8	0.0	26	0.0
c1ccc(CNc2nc(-c3ccc(N4CCOCC4)nc3)nc3c2ncn3-c2ccsc2)cc1	-5	0.2	3	0.2
CNc1nc(N)c(C(=O)C23CC4CC(CC(C4)C2)C3)s1	-5	-0.2	-7	1.1
O=C1NN(c2ccc(Cl)c(Cl)c2)C(=O)/C1=C/c1cccc([N+](=O)[O-])c1	1	0.0	-9	1.4
O=C(O)CCCCCn1c(SCC(=O)c2ccccc2)nc2ccsc2c1=O	0	0.1	23	6.5*
CCCCC(=O)OCC(=O)c1cc(C)n(-c2c(C)n(C)n(-c3ccccc3)c2=O)c1C	1	-0.2	-4	0.6
Cc1cc2c(cc3c(=O)n(CC(=O)NCCCN4CCCCC4C)nc(C)n32)s1 (stereo not drawn)	-13	-0.1	2	0.0
CCN(Cc1ccccc1)C(=O)c1cc(C(=O)OC)cc([N+](=O)[O-])c1	0	0.5	10	-0.7
CC(=O)Nc1sc2c(c1CN1CCCCC1)CCCC2	-4	0.0	2	0.3
CCN(CC)C(=O)CSc1nc2ccc(NC(=O)c3ccccc3)cc2s1	9	0.0	-14	0.7
Fc1ccccc1CSc1ccc2nnc(-c3ccccn3)n2n1	-2	-1.3	17	0.9
COc1ccc(NC(=O)CC2Nc3cccc4cccc(c34)NC2=O)cc1 (stereo not drawn)	2	-0.3	-3	-0.5
COc1ccccc1CN1C[C@@H]2C[C@@H](c3cccc(F)c3)N3CCC[C@@]23C1=O	-3	0.0	6	0.9
COCCNC(=O)/C(=C/c1ccccc1)NC(=O)c1ccccc1	-8	-0.2	-4	-0.6
C=C(C)CN(CC)C(=O)c1sc2ncnc(NCc3cccc(C)n3)c2c1C	-6	0.2	-7	-0.8
Cc1ccc(Cn2c(C)c3cnn(CC(=O)N4CCOCC4)c(=O)c3c2C)cc1	-8	-0.2	11	-0.8
COc1ccc(C)cc1N(CC(=O)N1CCC(C)CC1)S(=O)(=O)c1ccccc1	14	0.7	4	-1.4
Nc1cc(=O)[nH]c(=S)n1CCc1ccccc1	1	0.2	21	-0.2
Cc1ccccc1C(=O)N/N=C/c1c(CO)cnc(C)c1O	4	-1.3	7	4.3
CC1CCN(S(=O)(=O)c2ccc(F)c(C(=O)NCCCN3CCOCC3)c2)CC1	7	0.1	7	-0.9
COc1ccc(C=O)cc1CN1CCOCC1	0	0.3	1	0.2
COC(=O)c1ccc(NC(=O)C23CC4CC(C2)CC(n2nnc(C)n2)(C4)C3)cc1	-7	0.0	-1	0.5
CC1(C)Oc2ccc(C(=O)N/N=C/c3ccccc3)cc2NC1=O	4	-0.1	6	0.7
CCc1ccc(NC(=O)Cn2ncn3c(cc4ccccc43)c2=O)cc1	3	-0.1	-9	-0.7
COc1ccccc1NC(=O)CCCCCN1C(=O)c2cccc3cccc(c23)C1=O	1	0.0	-1	0.1

# Part of the list above, with values under each structure:
# Every second line gives: TEAD-YAP inh, FBW7 activator, MITF primary, GPR151 ag
- Cc1ccccc1C(=O)N/N=C/c1c(CO)cnc(C)c1O
  4, -1.3, 7, 4.3
- CC1CCN(S(=O)(=O)c2ccc(F)c(C(=O)NCCCN3CCOCC3)c2)CC1
  7, 0.1, 7, -0.9
- COc1ccc(C=O)cc1CN1CCOCC1
  0, 0.3, 1, 0.2

# Other compounds follow.
Molecule	TEAD-YAP inh	FBW7 activator	MITF primary	GPR151 ag
C=CCn1c(C)cc(C(=O)CSc2nnc(Cc3ccccc3)o2)c1C	-9	-0.1	8	-0.1
CN(CCO)C(=O)CCC1(Cc2cccc3ccccc23)CCC(=O)N1 (stereo not drawn)	1	-0.1	2	0.3
O=C(Nc1cccc(F)c1)N1CCC(NC(=O)C23CC4CC(CC(C4)C2)C3)CC1	6	-0.1	8	-0.5
COc1cc(/C=C2/NC(=O)N(c3cccc(Cl)c3)C2=O)c([N+](=O)[O-])cc1OC	6	-0.1	10	-0.2
N#C/C(=C(/O)COC(=O)CC12CC3CC(CC(C3)C1)C2)c1nc2ccccc2[nH]1	5	-0.3	-5	0.3
COCCNC(=O)c1ccc(Cn2c(=S)[nH]c3cc4c(cc3c2=O)OCO4)cc1	-10	-0.1	-6	-0.5
O=C(Cc1ccccc1)Nc1nc(-c2ccccc2)cs1	-27	0.0	2	0.3
Cc1ccc(SCC(=O)NCCc2ccccc2)cc1	-19	0.0	-6	-1.2
O=C1N(Cc2cccc(F)c2)c2ccccc2C12OCCS2 (stereo not drawn)	-16	0.4	8	2.6
CCC(=O)Nc1nnc(SCC(=O)NCc2ccc3c(c2)OCO3)s1	-1	0.1	3	-2.3
COC(=O)c1ccc(-c2c(C(F)(F)F)oc3cc(OC)ccc3c2=O)cc1	-60	-0.1	-1	-0.9
NC(N)=Nc1nc(CSCC/C(N)=N\S(N)(=O)=O)cs1	8	0.3	-2	-0.7
O=S(=O)(NCC(c1ccco1)N1CCN(c2ccccc2)CC1)c1cccs1 (stereo not drawn)	0	-0.2	-7	-0.5
CC(C)S(=O)(=O)NCC1CCC2(CCN(Cc3ccccn3)CC2)O1 (stereo not drawn)	4	0.0	17	0.0
O=S(=O)(NCc1ccccc1Cl)c1cccc2nsnc12	11	0.0	22	0.0
CC(c1ccccc1)n1c(-c2cnccn2)n[nH]c1=S (stereo not drawn)	0	-0.2	-12	-0.2

# Structural class, those above containing a cyano group
Molecule	TEAD-YAP inh	FBW7 activator	MITF primary	GPR151 ag
N#Cc1ccc(NC(=O)c2cc(-c3ccc(Cl)cc3)on2)cc1	8	0.0	-6	-0.6
COc1cc(-c2c(C#N)c(N)[nH]c(=S)c2C#N)cc(OC)c1OC	3	0.0	-8	-0.4
N#C/C(=C(/O)COC(=O)CC12CC3CC(CC(C3)C1)C2)c1nc2ccccc2[nH]1	5	-0.3	-5	0.3

# Following part.
Molecule	TEAD-YAP inh	FBW7 activator	MITF primary	GPR151 ag
COc1ccccc1N1CCN(C(=O)Cn2ncc3cccn3c2=O)CC1	15	0.4	12	0.2
O=C(Nn1c(SCc2cccc([N+](=O)[O-])c2)nc2ccsc2c1=O)c1ccccc1	-9	0.0	3	-0.5
CCOC(=O)C1(CCOc2ccccc2)CCN(C(=O)c2ccc(OC)nc2OC)CC1	-1	-0.1	-10	-1.0
CCCCOc1ccc(C(=O)N/C(=C/c2ccc(OC)cc2)C(=O)O)cc1	-2	0.1	15	1.3
CCOC(=O)C1=C(C)N=c2s/c(=C/c3ccc(OCc4ccccc4Cl)cc3)c(=O)n2C1c1ccc(N(C)C)cc1 (stereo not drawn)	0	-0.2	1	0.2
CCN(CC)CCN1CCN(c2ccnc3c(-c4ccoc4)cnn23)CC1	5	-1.4	-29	-0.3
COc1ccc(/C=C2N=C(/C=C/c3cccc(Cl)c3Cl)OC\2=O)cc1OC	2	0.1	5	-0.7
CCOc1cc(/C=C2/C(=N)N3N=C(C(C)C)SC3=NC2=O)ccc1OCCOc1cc(C)cc(C)c1	6	-0.1	-2	-1.8

# Full records, quoted from the list.
# CCOc1cc(/C=C2/C(=N)N3N=C(C(C)C)SC3=NC2=O)ccc1OCCOc1cc(C)cc(C)c1 as listed: TEAD-YAP inh: 6; FBW7 activator: -0.1; MITF primary: -2; GPR151 ag: -1.8
# CCOC(=O)C1(CCOc2ccccc2)CCN(C(=O)c2ccc(OC)nc2OC)CC1 as listed: TEAD-YAP inh: -1; FBW7 activator: -0.1; MITF primary: -10; GPR151 ag: -1.0
# COc1ccc(/C=C2N=C(/C=C/c3cccc(Cl)c3Cl)OC\2=O)cc1OC as listed: TEAD-YAP inh: 2; FBW7 activator: 0.1; MITF primary: 5; GPR151 ag: -0.7

# Continuation:
Molecule	TEAD-YAP inh	FBW7 activator	MITF primary	GPR151 ag
COc1ccc(/C=C/c2c([N+](=O)[O-])c(=O)n(C)c(=O)n2C)cc1O	-9	-0.1	1	1.6
O=C1c2ccc([N+](=O)[O-])cc2C(=O)N1c1cccc(C(F)(F)F)c1	5	0.1	7	0.1
O=C(NCc1ccccn1)c1cccc(OC2CCN(C(=O)c3ccoc3)CC2)c1	13	0.2	9	-0.4
Cc1ccc2[nH]c(=O)c(CN(CC3CCCO3)C(=O)C3CCCO3)cc2c1 (stereo not drawn)	1	-0.1	7	0.7
O=C(Nc1c(C(=O)NCCc2ccccc2)cnn1-c1ccccc1)c1ccccc1	1	0.2	-4	1.3
O=Cc1c(C(=O)O)n(CC(=O)O)c2ccccc12	-6	-0.3	-12	1.3
O=C(NCCCN1CCN(c2cccc(Cl)c2)CC1)c1cn(-c2ccc(Cl)cc2)c(=O)c2ccccc12	5	0.1	4	0.2
CSc1nsc(SC)c1NC(=O)Nc1ccccc1[N+](=O)[O-]	7	0.1	8	-0.3
CC(C)[C@H](Cn1nnc2ccccc21)NC(=O)CN1CCCC1=O	-2	-0.1	-12	-0.4
O=C(Cn1nnnc1CN1CCCCCC1)N1CC[C@@H](O)C1	-2	-0.1	5	4.1
CCOC(=O)CCn1cc(/C=C(\C#N)C(N)=O)c(-c2ccccc2)n1	1	0.3	29	0.8
Cc1cc(C(=O)NCCN(C)C)n(-c2ccccc2)n1	3	0.1	17	-0.5
CCN1CCN(c2cc(Nc3ccc4c(c3)OCCO4)c3c4c(onc24)-c2ccccc2C3=O)CC1	2	-0.5	7	2.4
